# MEKK3 PB1 HTS = modulators of MEKK3-MEK5 PB1 binding, primary screen, biochemical, wildtype MEKK3, multiplex bead flow cytometry, Alexa488-MEK5; binding response (% of control), % at 10 µM; Mitogen-activated protein kinase kinase kinase 3 (Homo sapiens), Q99759; AID 1529, 2009; bead-based flow cytometry, Alexa488-MEK5 binding to MEKK3; actives lie on both sides; 0 = blocked by unlabeled MEK5, 100 = vehicle; actives 1.4% (n = 290,000);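 active = binding response more than 3 SD above or below the average of its plate-row segment, actives on both sides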;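 note: Alexa488 bead fluorescence after subtracting the streptavidin-only scavenger bead signal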
# IMP-1 inhibitor = IMP-1 metallo-beta-lactamase inhibitors, primary screen, biochemical, epi-absorbance readout, Pseudomonas aeruginosa enzyme | AID 1556, 2009 | actives 0.45% (n = 290,000) | inhibition, % at 5.6 µM | metallo-beta-lactamase IMP-1 (Pseudomonas aeruginosa) | purified IMP-1, nitrocefin hydrolysis, epi-absorbance fluorescence;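 active = inhibition above the mean plus 3 SD of all compounds in the same screening run, cut at about 4.5% in these data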;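 note: 0% = IMP-1 with DMSO and 100% = DMSO wells lacking enzyme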
#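 System: Purified recombinant IMP-1 metallo-beta-lactamase enzyme | Measured by: Fluorescence quenching readout, ex 480/em 530 nm | Replication: Singlicate | Incubation: 15 min preincubation plus 25 min reaction at 25 °C | Evaluation: Percent inhibition from optical density relative to buffer-blank wells | Benchmarks: DMSO with and without IMP-1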
# VIM-2 inhibitor = VIM-2 metallo-beta-lactamase inhibitors, primary screen, biochemical, epi-absorbance readout, Pseudomonas aeruginosa enzyme; actives 0.89% (n = 290,000); inhibition, % at 5.6 µM; AID 1527, 2009; purified VIM-2, nitrocefin hydrolysis, epi-absorbance fluorescence;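 active = inhibition above the mean of all tested compounds plus 3 SD, cutoff set per screening run, cut at about 7.5% in these data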;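 note: red hydrolysis product quenches plate fluorescence so inhibitors raise well fluorescence; 0% = enzyme with DMSO and 100% = DMSO without enzyme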
# SUMO HTRF inh = inhibitors of in vitro SUMOylation cascade, primary screen, biochemical, HTRF, uHTS; HTRF SUMOylation assay, SAE1/SAE2 + UBC9; actives 0.36% (n = 290,000); inhibition, % at 35 µM; SUMO-conjugating enzyme UBC9 (Homo sapiens), P63279; AID 2006, 2009; in the data active = inhibition above about 50%, passing the limit was not always enough; note: strong numbers were not always called active
# NS3 helicase inh = inhibitors of HCV NS3 helicase, primary screen, biochemical, Cy5 molecular beacon fluorescence; Hepatitis C virus NS3 helicase; NS3 helicase DNA unwinding; inhibition, % at 10.9 µM; actives 0.56% (n = 290,000); AID 1800, 2009;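 active = inhibition above the mean of all tested compounds plus 3 SD, set per campaign, cut at about 35% in these data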;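 note: 0% = DMSO wells and 100% = thioflavine S control wells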
#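 Assay system: hepatitis C virus NS3 helicase domain fragment enzyme. Also added: annealed dual-labelled DNA beacon duplex, ATP-started. Timing: 1 h reaction at 25 °C, ATP-initiated. Technique: Cy5 fluorescence at 0 and 60 min, beacon hairpin quenching. Evaluation: % inhibition of unwinding. Replication: one well per compound.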
# PHOSPHO1 inh = PubChem AID 1565; recombinant PHOSPHO1, absorbance phosphatase assay; actives 1.1% (n = 290,000); inhibition, % at 13.3 µM; Phosphoethanolamine/phosphocholine phosphatase (Homo sapiens), Q8TCT1; in the data active = inhibition above about 60%
# pCIP destab = p/CIP-EGFP fusion destabilizers, primary screen, fluorescence, F442A cells. 16 h. decrease of EGFP signal, % at 10 µM. actives 0.01% (n = 290,000);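 active = EGFP signal decrease of at least 30% at 10 µM or well 3 SD below plate mean, unless failing retest; inactive = the rest, including hits failing retest or dose response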; note: some compounds called inactive have numbers as strong as hits; many of its hits are not listed in these tables
# IDE cell activ = human IDE activators in live cells, primary screen, fluorescence polarization, HEK cells, FAbeta-B substrate. activation, % at 5.96 µM. FAbeta-B cleavage; 0% vehicle, 100% cell-free pure enzyme wells. actives 0.073% (n = 340,000). Insulin-degrading enzyme (Homo sapiens), P14735. AID 493087, 2011;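 active = activation above the mean of all tested compounds plus 3 SD, set per screening campaign, cut at about 17% in these data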
# FID counter = compounds displacing fluorescent DNA intercalator, primary screen, artefact control for HCV NS3 helicase inhibitor project, biochemical, FID fluorescence; DNA fluorescent intercalator displacement; inhibition, % at 7.9 µM; actives 0.17% (n = 290,000); in the data active = inhibition above about 37%;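 note: 0% = vehicle and 100% = reference compound; higher means more ethidium bromide displaced from hairpin DNA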
# Starred values were filed as active, the others as inactive; . = no result given; [ ] = another dose, or the depositor's remark. A portion of the library, so the mix of outcomes need not match the whole.
1: Cc1cc(NC(=O)c2c(C)noc2C)no1
2: N#C/C(=C\c1cc(O)c(O)c(O)c1)C(N)=O
3: CC1CCN(C(=O)C2c3ccccc3C(=O)N3CCc4ccccc4C23)CC1 (stereo unspecified)
4: CC1=C(C(=O)OC(C)C)C(C2CC=CCC2)NC(=O)N1 (stereo unspecified)
5: O=C(Nc1ccccc1N1CCCC1)c1ccccc1Cl
6: Cn1cnnc1SCc1ccc(C#N)cc1Cl
7: CCC(NC(C)C)C(O)c1ccc(O)c(O)c1 (stereo unspecified)
8: Cc1ccc2nc(C)c3c(c2c1)OC(C(C)(Cl)Br)C3 (stereo unspecified)

entry no.	1	2	3	4	5	6	7	8
MEKK3 PB1 HTS	78	95	98	0.0*[inhibitor]	104	97	89	95
IMP-1 inhibitor	0.3	-4.7	0.3	-2.1	-1.6	-0.7	-1.1	-3.0
VIM-2 inhibitor	1.3	-0.5	0.6	-3.6	-2.4	0.0	0.9	-0.6
SUMO HTRF inh	21	19	25	2	-11	18	3	8
NS3 helicase inh	5	9	3	-2	-4	-3	7	-1
PHOSPHO1 inh	30	-1	6	6	.	2	8	11
pCIP destab	4	-12	-5	-16	-8	-9	-4	-11
IDE cell activ	-4	-3	2	-6	5	4	5	0
FID counter	-2	-2	-28	-10	-5	6	-1	3

9: COc1cc(S(=O)(=O)N2CCCCC2)ccc1NC(=O)Cc1ccccc1
10: O=C(Nc1nnc(CC2=CCCCC2)s1)c1cccs1
11: CC(=O)Nc1cccc(NC(=O)c2csc(C)c2)c1
12: CSCc1ccc(C(=O)NCCSc2ccc(Br)cc2)cc1
13: Cn1c(Cn2nnc3ccccc32)nnc1SCC(=O)Nc1nccs1
14: CCc1ccc(-c2nc(CS(=O)CC(=O)NCCN3CCCCCC3)c(C)o2)cc1 (stereo unspecified)
15: CCC(C)c1c(O)nc(SCc2ccccc2)[nH]c1=O (stereo unspecified)
16: CCOc1ccc(-n2nc3c(SCCN4CCCC4)nnc(C)c3c2C)cc1

entry no.	9	10	11	12	13	14	15	16
MEKK3 PB1 HTS	102	95	103	100	97	93	102	126
IMP-1 inhibitor	-2.5	-4.2	-0.5	-0.8	-0.2	-1.9	-1.4	-3.9
VIM-2 inhibitor	-0.5	0.0	0.1	0.3	-2.4	-1.6	-1.9	-1.7
SUMO HTRF inh	-1	-11	-3	-14	0	2	14	1
NS3 helicase inh	1	-4	6	1	17	-26	7	-25
PHOSPHO1 inh	10	-4	20	43	11	22	12	-10
pCIP destab	10	7	-3	-1	1	-10	-40	0
IDE cell activ	-1	4	0	7	5	-2	0	6
FID counter	-11	-11	-3	-11	-1	15	1	3

17: CCC(C)c1ccc(NC(=O)c2cccnc2)cc1 (stereo unspecified)
18: O=C(COC(=O)CCc1ccc(S(=O)(=O)N2CCOCC2)cc1)Nc1ncc(C(F)(F)F)cc1Cl
19: Cc1cccnc1NC(=O)c1ccc(Cl)c(S(=O)(=O)N2CCCCCC2)c1
20: Cc1cc(OCCNCCO)cc(C)c1Cl
21: O=C(COc1nsnc1N1CCOCC1)Nc1ccccc1Cl
22: O=C1CCOc2cc(OCc3ccccc3)ccc21
23: O=C(N/N=C/c1ccsc1)c1c[nH]c2ccccc12
24: Cn1cccc1-c1cc(C(=O)N/N=C/c2ccc(Cl)cc2)[nH]n1

entry no.	17	18	19	20	21	22	23	24
MEKK3 PB1 HTS	108	96	101	102	95	88	101	99
IMP-1 inhibitor	-4.0	-2.1	-3.9	-3.6	-1.8	-2.7	-2.1	-2.8
VIM-2 inhibitor	-3.7	-1.6	-2.3	-1.7	-7.3	-3.1	-1.5	-2.0
SUMO HTRF inh	-14	8	7	18	5	22	12	-2
NS3 helicase inh	1	13	15	-7	4	-4	3	10
PHOSPHO1 inh	-7	0	1	11	24	-13	43	27
pCIP destab	6	-1	-16	0	-5	-16	-8	-4
IDE cell activ	-3	2	-4	2	1	12	0	-1
FID counter	-5	-15	-32	7	-11	-5	-6	-15

25: O=C(COC(=O)c1ccco1)Nc1nc2ccccc2s1
26: CC(C(=O)N1CCCc2c1c(=O)oc1ccc(O)cc21)N1CCc2ccccc2C1 (stereo unspecified)
27: CSc1ncc(-c2ccccc2)cn1
28: CC1=NN(c2ccccc2)C(=O)C1(C)[N+](=O)[O-] (stereo unspecified)
29: COc1ccc(S(=O)(=O)N2CCN(C(=O)COc3ccc(C)c(C)c3)CC2)cc1OC
30: COc1ccc(NC(=O)C(CC(C)C)NC(=O)C2CCCCC2)c(OC)c1 (stereo unspecified)
31: CCOC(=O)N1CCN(C(=O)C2CCCN(S(=O)(=O)c3ccc(C)cc3)C2)CC1 (stereo unspecified)
32: CC(C)(C)C1CCC(C(=O)OCC(=O)Nc2ccc3[nH]c(=O)[nH]c3c2)CC1 (stereo unspecified)

entry no.	25	26	27	28	29	30	31	32
MEKK3 PB1 HTS	102	105	100	106	100	94	98	106
IMP-1 inhibitor	-0.5	-2.8	-2.2	-2.8	0.5	-2.3	2.2	-2.5
VIM-2 inhibitor	-0.2	-4.0	-1.9	-2.5	-0.6	-2.5	0.2	-1.5
SUMO HTRF inh	12	14	5	6	7	8	-3	25
NS3 helicase inh	-8	0	1	6	-3	-5	-3	4
PHOSPHO1 inh	30	10	28	-9	48	21	7	-10
pCIP destab	-8	-9	-3	6	-6	16	0	-22
IDE cell activ	1	0	3	2	2	1	5	9
FID counter	2	-3	5	-1	-54	-9	-31	-14

33: COc1ccccc1NC(=O)Nc1ccc(Cl)c(S(=O)(=O)Nc2ccccc2OC)c1
34: CN(C)c1ccc(C=NCC2COc3ccccc3O2)cc1 (stereo unspecified)
35: COc1ccc(CNc2cccc3[nH]c(C(F)(F)F)nc23)cc1OC
36: O=S(=O)(c1ccc(Br)cc1)c1nc(-c2ccccc2)oc1N1CCOCC1
37: Cc1ccc(NC(=O)N2C(=O)C3(OCCO3)c3ccccc32)cc1
38: O=C(O)COc1ccc(=O)n(-c2ccccc2)n1
39: COc1ccc([N+](=O)[O-])cc1N1C(=O)c2cccnc2C1=O
40: CCN1CCN(C(CNS(=O)(=O)c2ccccc2)c2ccccc2)CC1 (stereo unspecified)

entry no.	33	34	35	36	37	38	39	40
MEKK3 PB1 HTS	98	106	105	99	101	103	97	98
IMP-1 inhibitor	-3.6	-1.1	-0.3	3.3	-2.1	-3.6	-0.4	-2.9
VIM-2 inhibitor	-3.9	-0.5	0.9	0.7	-2.2	-5.4	5.2	-3.7
SUMO HTRF inh	-14	-3	-9	17	7	13	14	1
NS3 helicase inh	-8	2	42*	-8	-1	6	7	2
PHOSPHO1 inh	5	29	20	17	-4	14	10	24
pCIP destab	10	8	-6	-16	-2	-1	-6	-5
IDE cell activ	1	2	4	3	-1	-2	3	0
FID counter	4	-2	-14	-43	2	3	2	12

41: Cc1ccc(C(=O)Nc2ccccc2C(=O)NC(Cc2ccccc2)C(=O)O)cc1 (stereo unspecified)
42: O=C(O)CCCC(=O)NCCc1cccc(Cl)c1
43: CCC(=O)N(C(=O)CC)N1CCN(c2ccncc2S(=O)(=O)N2CCCCC2)CC1
44: Cc1ccccc1NC(=O)COc1ccc2oc(=O)cc(C)c2c1
45: O=C(/C=C/c1ccccc1)Nc1nnc(SCC(=O)c2ccc3ccccc3c2)s1
46: Cn1nc(CC(=O)NCc2ccc(C(F)(F)F)cc2)c2ccccc2c1=O
47: COCC(=O)Nc1nnc(-c2ccc(C(C)(C)C)cc2)s1
48: CCn1nccc1C(=O)Nc1ccc(S(=O)(=O)NC23CC4CC(CC(C4)C2)C3)cc1

entry no.	41	42	43	44	45	46	47	48
MEKK3 PB1 HTS	104	92	98	86	91	100	144*	106
IMP-1 inhibitor	-2.1	-1.7	-2.2	-0.2	-1.9	-1.6	-3.2	-5.8
VIM-2 inhibitor	-0.2	-1.7	0.2	-1.9	-0.6	-2.4	-3.3	-1.4
SUMO HTRF inh	-1	7	6	24	-5	7	-8	-15
NS3 helicase inh	9	0	2	-3	5	1	1	-9
PHOSPHO1 inh	29	12	28	37	1	-13	45	1
pCIP destab	16	-5	-14	-3	2	-16	-2	-2
IDE cell activ	3	5	-1	-1	4	2	5	1
FID counter	-22	-5	-37	3	2	-5	-20	-19

49: CCCO/N=C1/C(=O)N(c2ccccc2)c2ccccc21
50: CCOC(=O)c1[nH]c(COC(=O)CCCOc2ccccc2)c(C(=O)OCC)c1C
51: O=C(CSc1nnnn1-c1ccc(F)cc1F)Nc1ccccc1F
52: COc1ccc(CCNC(=O)C(=O)Nc2ccc3nc4n(c(=O)c3c2)CCCCC4)cc1OC

entry no.	49	50	51	52
MEKK3 PB1 HTS	103	103	106	101
IMP-1 inhibitor	-2.4	.	1.4	-1.0
VIM-2 inhibitor	-1.0	.	0.3	-0.1
SUMO HTRF inh	8	-16	-10	-6
NS3 helicase inh	-18	.	-6	-6
PHOSPHO1 inh	28	20	39	3
pCIP destab	4	-2	-2	5
IDE cell activ	-3	.	3	5
FID counter	-32	.	-7	-32

# Assay outcomes: PubChem BioAssay, several laboratories
